Source: PubChem BioAssay (National Center for Advancing Translational Sciences (NCATS))
G9a block: blocks human histone lysine methyltransferase G9a; Q96KQ7; G9a H3K9 monomethylation, AlphaScreen, 2 h; Potency, µM (series often up to 102 µM), inactives show at the highest dose activity, negative = inhibition, actives largely listed as inhibitors; 350,000 tested, 8.8% active; AID 504332; also: % is scaled to controls: 0 for no effect and ±100 for the full control effect; nearly all actives have a fitted effect of over 75% in size
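G9a (20 nM) preincubated 15 min RT with compounds, then 500 nM biotinylated H3K9 peptide and 20 uM SAM added; 2 h RT reaction. Monomethyl-H3K9 product detected by AlphaScreen with anti-H3K9me1 antibody, streptavidin donor and anti-rabbit IgG acceptor beads.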
BAZ2B inh: blocks human BAZ2B | AlphaScreen BAZ2B-H3K14Ac peptide displacement | Potency, µM (top dose mostly 114 µM), for the others: top-dose activity change, negative = inhibition, actives largely listed as inhibitors | 360,000 tested, 4.4% active | AID 504333; also: % is scaled to controls: 0 for no effect and ±100 for the full control effect; nearly all actives have a fitted effect of over 60% in size
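BAZ2B (50 nM) with biotin-H3(5-23)K14Ac peptide (50 nM) in PBS pH 7.4, 0.01% Tween-20, preformed 30 min, then compound 30 min at room temperature; top concentration 110uM. AlphaScreen streptavidin donor/nickel chelate acceptor beads (10 ug/mL final), 20 min dark, signal read.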
HP1b binding inh: blocks HP1-beta chromodomain binding to methylated histone tails | Potency, µM (top dose mostly 114 µM), without a hit: at the highest dose activity change, negative = inhibition, hits mostly inhibitors | AlphaScreen HP1-beta / biotin-H3K9me3 peptide binding | 390,000 tested, 0.56% active | P83916; also: nearly all actives have a fitted effect of over 70% in size; inactives centre near 23
Target sequence (P83916 whole entry, looked up): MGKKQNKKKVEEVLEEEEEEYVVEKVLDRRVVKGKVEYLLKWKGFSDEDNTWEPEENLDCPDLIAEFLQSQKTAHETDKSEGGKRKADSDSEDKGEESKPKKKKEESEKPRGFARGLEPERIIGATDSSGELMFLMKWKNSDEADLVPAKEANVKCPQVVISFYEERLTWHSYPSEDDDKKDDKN
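Compound inhibition of the preformed complex between 50 nM HP1-beta and 50 nM biotinylated H3K9me3 peptide was read by AlphaScreen. Buffer was PBS pH 7.4 with 0.01% Tween-20. Incubations ran 30 min at room temperature, with 10 ug/mL donor/acceptor beads.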
POLI inh: inhibitors of human DNA polymerase iota. Pol iota fluorescent replication assay, 10 min. Potency, µM (doses to about 115 µM), without a hit: at the top dose activity, negative = inhibition, most hits filed as inhibitors. 390,000 tested, 1% active. AID 588590
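Fluorescent replication assay read twice, at 0 min and 10 min after adding 50 nM (final) substrate. Enzyme (10 nM) and compounds were first incubated 15 min at room temperature; enzyme-free buffer wells were negative controls.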
BLM inh: Bloom syndrome helicase (human) inhibition; recombinant BLM DNA unwinding, fluorescence dequenching; 350,000 tested, 0.2% active; P54132; Potency, µM (doses to about 56.1 µM), without a hit: at the highest dose activity change, negative = inhibition, usual class: inhibitors;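 also: plate controls were vehicle for no effect and no enzyme for full effect; nearly all actives have a fitted effect of over 35% in size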
PGK inhibitor: blocks T. brucei phosphoglycerate kinase; AID 602233; PGK/GAPDH coupled, Kinase-Glo luminescence, 60 min; 380,000 tested, 0.043% active; Potency, µM (titrated, usually from 57.5 µM), inactives show at the top dose activity change, negative = inhibition, hits mostly inhibitors; P07378; also: % is scaled to controls: 0 for no effect and ±100 for the full control effect; nearly all actives have a fitted effect of over 60% in size
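Luminescent ATP detection (Kinase-Glo Plus) follows a 60-minute room-temperature incubation, with wells lacking PGK as controls. Buffer: 100 mM TEA (pH 7.6), 5 mM MgCl2, 0.01% Tween-20. Coupling enzyme GAPDH (100 nM final) supplies unstable 1,3-BPG in-well.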
GLS inh: blocks human kidney-isoform glutaminase activity | O94925 | GLS enzymatic activity, qHTS titration | Potency, µM (series often up to 45.5 µM), inactives show top-dose activity change, negative = inhibition, usual class: inhibitors | 410,000 tested, 0.21% active | AID 624170; also: % is scaled to controls: 0 for no effect and ±100 for the full control effect
Target sequence (O94925 whole entry, looked up, canonical isoform): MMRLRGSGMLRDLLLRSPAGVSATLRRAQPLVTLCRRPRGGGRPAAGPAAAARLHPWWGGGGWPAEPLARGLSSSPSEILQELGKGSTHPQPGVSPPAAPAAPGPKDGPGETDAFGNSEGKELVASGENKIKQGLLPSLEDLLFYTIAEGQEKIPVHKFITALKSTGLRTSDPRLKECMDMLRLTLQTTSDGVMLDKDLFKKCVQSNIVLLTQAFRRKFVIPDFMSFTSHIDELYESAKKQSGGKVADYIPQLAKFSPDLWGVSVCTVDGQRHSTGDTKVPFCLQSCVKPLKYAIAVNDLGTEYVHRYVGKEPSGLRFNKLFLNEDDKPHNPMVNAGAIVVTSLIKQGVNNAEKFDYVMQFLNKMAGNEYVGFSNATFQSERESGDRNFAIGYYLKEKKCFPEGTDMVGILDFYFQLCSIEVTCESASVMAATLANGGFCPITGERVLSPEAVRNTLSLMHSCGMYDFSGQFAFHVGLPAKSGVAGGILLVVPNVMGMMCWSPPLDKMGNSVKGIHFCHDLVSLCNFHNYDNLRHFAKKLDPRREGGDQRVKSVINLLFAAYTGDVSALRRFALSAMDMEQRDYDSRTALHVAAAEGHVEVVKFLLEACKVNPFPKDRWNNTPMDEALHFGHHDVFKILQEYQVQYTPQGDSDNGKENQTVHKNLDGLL
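Read-out is an Amplex red fluorescence increase coupled through glutamate oxidase and HRP, measured before and after 30 min room-temperature incubation. hKGA is in 45 mM KH2PO4 (pH 8.2) with 0.02% Tween-20; glutamine added as 1mM solution.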
JMJD2A Tudor: inhibitors of human JMJD2A Tudor domain. 390,000 tested, 4.4% active. O75164. AlphaScreen JMJD2A-Tudor / H3K4me3 peptide binding. AID 504339. Potency, µM (titrated, usually from 114 µM), for inactives: top-dose activity change, negative = inhibition, usual class: inhibitors; also: % is scaled to controls: 0 for no effect and ±100 for the full control effect; nearly all actives have a fitted effect of over 50% in size
Pin1 inhibitor: inhibitors of human Pin1; Potency, µM (titrated, usually from 115 µM), for inactives: at the top dose activity, negative = inhibition, usual class: inhibitors; Pin1 FP peptide displacement, HiFluor488, 10 min; Q13526; 390,000 tested, 0.009% active; active = well fitted inhibition curve with a large enough effect in the polarisation, with a control signal flat, not every such curve was filed as active; inconclusive = small, poorly fitted or top-dose-only effect, or effect the other way, or a change in a side signal; inactive = no such curve, though single readings can be large or run the other way; the % refers to the polarisation; also: % is scaled to controls: 0 for no effect and ±100 for the full control effect
Target sequence (Q13526 whole entry, looked up): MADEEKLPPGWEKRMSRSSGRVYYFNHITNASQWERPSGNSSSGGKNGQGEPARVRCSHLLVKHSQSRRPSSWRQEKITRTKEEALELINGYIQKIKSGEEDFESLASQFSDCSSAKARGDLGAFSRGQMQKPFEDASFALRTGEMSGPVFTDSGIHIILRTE
An asterisk follows results filed as active; i = inactive; ? = inconclusive; nt = not tested or not shown; & = joins results of further samples; [ ] = remark or other dose. Unless noted, calls follow the shape of the dose curve; as a rule, active = well fitted curve in the direction sought with a large enough effect; inconclusive = small, poorly fitted or top-dose-only effect, or another doubt; inactive = no such curve, though single readings can be large; an effect the other way counts as inactive or inconclusive. Potency is read from the fitted curve at half-maximal effect. Only part of the results is shown, so the mix of outcomes need not match the whole.

The opening 4 records (preview)
item	SMILES	G9a block	BAZ2B inh	HP1b binding inh	POLI inh	BLM inh	PGK inhibitor	GLS inh	JMJD2A Tudor	Pin1 inhibitor
1	COc1cccc(NC(=O)C(Sc2nnc3ccccn23)c2ccccc2)c1 (stereo unspecified)	-1%[59 µM]	4%	39%	15%	-5%	-2%	-1%	-3%	0%
2	Cc1ccc(C(=O)O/N=C(/c2nonc2N)N(C)C)cc1	5%[59 µM]	0%	30%	3%	2%	4%	9%	9%	0%
3	O=S(=O)(c1ccc(F)cc1)N1CCN(Cc2ccccn2)CC1	-30%	-13%	14%	-10%	-1%	-1%	9%	-14%	-19%
4	FC(F)(F)c1cnc(Oc2ccccc2-c2nnc(-c3ccc(Cl)cc3)o2)c(Cl)c1	18%[59 µM]	6%	60%[activator]	4%	-13%	4%	18%	7%	7%

Main list (from the top)
item	SMILES	G9a block	BAZ2B inh	HP1b binding inh	POLI inh	BLM inh	PGK inhibitor	GLS inh	JMJD2A Tudor	Pin1 inhibitor
1	COc1cccc(NC(=O)C(Sc2nnc3ccccn23)c2ccccc2)c1 (stereo unspecified)	-1%[59 µM]	4%	39%	15%	-5%	-2%	-1%	-3%	0%
2	Cc1ccc(C(=O)O/N=C(/c2nonc2N)N(C)C)cc1	5%[59 µM]	0%	30%	3%	2%	4%	9%	9%	0%
3	O=S(=O)(c1ccc(F)cc1)N1CCN(Cc2ccccn2)CC1	-30%	-13%	14%	-10%	-1%	-1%	9%	-14%	-19%
4	FC(F)(F)c1cnc(Oc2ccccc2-c2nnc(-c3ccc(Cl)cc3)o2)c(Cl)c1	18%[59 µM]	6%	60%[activator]	4%	-13%	4%	18%	7%	7%
5	CC(C)NC(=O)C(=O)NC1CCCCCC1	7%	7%	16%	-2%	-2%	2%	4%	10%	-1%
6	CCOC(=O)c1c(NC(=O)CCC(=O)NCc2ccco2)sc2c1CCCC2	7%[59 µM]	-5%	39%[activator]	?	-2%	-7%	3%	-14%	?
7	CCOc1ccc(NC(=O)CN2CCN(CC(=O)Nc3ccc(OC)cc3)CC2)cc1	1%&-2%[59 µM]	-3%&-3%	24%[57 µM]	3%	1%&3%	1%	10%&-2%	2%&-17%	-6%&1%
8	O=c1c2cccnc2[nH]c(=S)n1CCC1=CCCCC1	23%[2.33 µM]	10%	34%	13%	0%	-5%	15%	-10%	0%
9	S=C(c1ccc(N2CCOCC2)cc1)N1CCOCC1	?	3%	-30%	24%	1%	nt	0%	-22%	2%
10	O=C(O)c1cccc(-c2nnn(Cc3ccccc3Cl)n2)c1	10%[59 µM]	10%	10%	0%	4%	5%	19%	?	-2%
11	CC(=O)N1CCOc2ccc(S(=O)(=O)N3CCN(c4cccc(C(F)(F)F)c4)CC3)cc21	3%	?	42%[activator]	5%	-14%	i	-4%	-20%	9%
12	CCOc1ccc(-n2c(-c3ccco3)n[nH]c2=S)cc1	3.2µM*	?	?	12%	-7%	-3%	10%	5.6µM*	2%
13	CCCOc1ccc(C(=O)N2CCC(c3nc4ccccc4s3)CC2)cc1	-1%[59 µM]	-14%	61%[activator]	12%	-10%	-1%	0%	4%	-6%
14	CCC(C)[C@H]1CNC(=S)N1CCc1cc(C(F)(F)F)cc(C(F)(F)F)c1 (stereo partly specified)	-8%[59 µM]	-16%	66%[activator]	13%	-17%	-9%	-3%	-13%	-6%
15	CCN1C(=O)/C(=C\c2cccn2-c2ccc([N+](=O)[O-])cc2)N(CC)C1=S	9%[59 µM]	-12%	26%	12%	-4%	-1%	0%	-24%[57.1 µM]	13%
16	COc1cccc(N2C(N)=NC(N)=NC2(C)C)c1	4%[0.501 µM]	2%	24%	-17%	2%	-4%	-10%	9%	-1%
17	CC(=O)Nc1ccccc1OCC(=O)N(Cc1ccccc1)C(C)C	-32%[59 µM]	3%	44%[activator]	-1%	-3%	i	5%	-12%[57.1 µM]	-7%
18	O=C(CSc1nnc(-c2cccs2)n1-c1ccccc1)N1CCCC1	45%[12.7 µM]	6%	30%	6%	1%	10%	-1%	-4%	3%
19	Cc1cc(-c2ccccc2)n2nc(C)c(C#N)c2n1	-19%[12.7 µM]	5%	51%[activator]	15%	1%	3%	-1%	8%	-5%
20	COc1cc(NC(=O)C2CCCN2C(=O)OCc2ccccc2)cc(OC)c1 (stereo unspecified)	5%[59 µM]	-2%	15%	5%	-1%	-2%	-3%	6%	2%
21	COc1ccc(-c2c3c(=O)n(C)c(=O)n(C)c3cn2N2CCOCC2)cc1	-9%[59 µM]	?	-5%	15%	-1%	i	5%	-32%	-8%
22	CCCCN(C(=O)c1cc(-c2ccco2)nc2ccccc12)c1c(N)n(CCCC)c(=O)[nH]c1=O	?	?	-23%	18µM*	nt	-9%	-6%	?	25%
23	Cc1cccc(C(=O)Nc2cc(S(=O)(=O)N3CCOCC3)ccc2N2CCCC2)c1	-2%	-15%	18%	-11%	nt	-2%	0%	-18%	-4%
24	CCC1=C/C(=C/c2sc3ccccc3[n+]2CC)CC(C)(C)C1	5µM*	45µM*	-1%	26%	-8%	-5%	4%	13µM*	5%
25	CCCCC(NC(=O)Cc1c(C)c2cc3c(-c4ccccc4)coc3c(C)c2oc1=O)C(=O)O (stereo unspecified)	-17%	?	42%[activator]	?	-7%	-15%	84%[activator]	-18%	?

Full records as entered above. Order of values: G9a block | BAZ2B inh | HP1b binding inh | POLI inh | BLM inh | PGK inhibitor | GLS inh | JMJD2A Tudor | Pin1 inhibitor
Profile of O=c1c2cccnc2[nH]c(=S)n1CCC1=CCCCC1 → 23%[2.33 µM] | 10% | 34% | 13% | 0% | -5% | 15% | -10% | 0%
Profile of Cc1cc(-c2ccccc2)n2nc(C)c(C#N)c2n1 → -19%[12.7 µM] | 5% | 51%[activator] | 15% | 1% | 3% | -1% | 8% | -5%

Additional entries follow.
item	SMILES	G9a block	BAZ2B inh	HP1b binding inh	POLI inh	BLM inh	PGK inhibitor	GLS inh	JMJD2A Tudor	Pin1 inhibitor
26	COC(=O)C1=C[C@@H](C(=O)OC)[C@@H]2C3=C(C(=O)[C@@]2(CC(C)C)NC(=O)c2ccccc2)[C@H](C)n2c(=O)n(-c4ccccc4)c(=O)n2[C@@H]3C1	nt	nt	44%[activator]	30%	-5%	nt	nt	-12%	-1%
27	COc1ccc(NC(=O)CSc2nc(-c3ccco3)cc(C(F)(F)F)n2)cc1	-32%[59 µM]	-7%	28%	3%	-2%	-6%	2%	-10%	7%
28	COc1cc(C(C)=NNC(=O)c2ccncc2)ccc1O	nt	nt	6%	54%[activator]	nt	-7%	-27%	32µM*	3%
29	O=C(Nc1nnc(CCN2CCCCC2)s1)C1CCCCC1	-1%[12.7 µM]	4%	36%	-17%	-1%	-2%	-3%	4%	-8%
30	COC(=O)C1=C(C)N(C(C)c2ccccc2)C(=O)C1 (stereo unspecified)	-5%[59 µM]	4%	-2%	136%[activator]	4%	-4%	nt	-14%	0%
31	CCOc1ccc(S(=O)(=O)N2CCN=C2c2ccccc2)c(C)c1C	31%	-11%	31%	3%	-3%	i	-3%	-7%	1%
32	Cc1ccc(NS(=O)(=O)c2ccc3c(c2)CC(=O)N3)c(C)c1	-3%	6%	23%	-29%	-1%	2%	17%	-11%	-1%
33	CN(C(=O)CSc1nnc(-c2ccco2)n1C)C1CCCCC1	?	9%	26%	14%	nt	-6%	-6%	8%	2%
34	C[C@@]12C(=O)N(c3ccc(F)cc3)C(=O)N1[C@@H]1c3ccccc3OC[C@@H]1[C@H]2c1ccccc1	0%	-10%	20%	-1%	-10%	2%	0%	-20%	-10%
35	COc1cccc(Nc2nnc(-c3cc4ccc(O)cc4oc3=O)s2)c1	2%[59 µM]	-32%	39%	?	-27%	nt	-12%	-19%	?
36	O=C1NC(=O)C(CC(=O)N(Cc2ccco2)C2(C(=O)NC3CCCC3)CCCCC2)N1 (stereo unspecified)	?	-21%	36%	41%[activator]	-1%	2%	-8%	-6%	7%
37	C[C@@H](Oc1ccccc1)c1nnn(Cc2ccccc2)c1-c1c([C@@H](C)Oc2ccccc2)nnn1Cc1ccccc1	31%[59 µM]	3%	35%	-18%	-7%	-5%	-2%	-25%	-7%
38	Cc1ccc(C(=O)CSc2nc(N)cc(=O)[nH]2)cc1C	19%	2%	24%	46%[activator]	3%	-5%	5%	-24%	-3%
39	C/C=C/c1ccc(OCCCCN(C)Cc2ccccc2)c(OC)c1	?	50µM*	?	24%	-5%	i	4%	18µM*	3%
40	CCOC(=O)C1CCCN(C(=O)COC(=O)c2ccc(C#N)cc2)C1 (stereo unspecified)	?	-9%	22%	81%[activator]	1%	-6%	-2%	8%	-3%
41	CC(C)NC(=O)c1c(O)c2ccccc2[nH]c1=O	12%[59 µM]	1%	12%	4%	-4%	-2%	-15%	-18%	2%
42	CCC(=O)NNC(=O)CCC(=O)Nc1cccc(Cl)c1C	?	nt	43%[activator]	33%[activator]	0%	-5%	-13%	?	-1%
43	CCc1ccc2c(c1)C(c1ccc([N+](=O)[O-])cc1)=NNC(c1ccc(F)cc1)=N2	22%[59 µM]	13%	30%	-8%	3%	i	0%	?	-3%
